TRHR PAM – qHTS for Small Molecule Agonists and Allosteric Enhancers of Human TRH Receptor: Primary Screen for Enhancers | Thyrotropin-releasing hormone receptor (Homo sapiens), P34981 | TRHR cells, fluo-8 calcium fluorescence, EC20 TRH enhancement | enhancement, % at 2 µM | hit rate 0.66% among 360,000; in the data active = enhancement above about 30%; note: 0% is about no effect
Target sequence (P34981 whole entry, looked up): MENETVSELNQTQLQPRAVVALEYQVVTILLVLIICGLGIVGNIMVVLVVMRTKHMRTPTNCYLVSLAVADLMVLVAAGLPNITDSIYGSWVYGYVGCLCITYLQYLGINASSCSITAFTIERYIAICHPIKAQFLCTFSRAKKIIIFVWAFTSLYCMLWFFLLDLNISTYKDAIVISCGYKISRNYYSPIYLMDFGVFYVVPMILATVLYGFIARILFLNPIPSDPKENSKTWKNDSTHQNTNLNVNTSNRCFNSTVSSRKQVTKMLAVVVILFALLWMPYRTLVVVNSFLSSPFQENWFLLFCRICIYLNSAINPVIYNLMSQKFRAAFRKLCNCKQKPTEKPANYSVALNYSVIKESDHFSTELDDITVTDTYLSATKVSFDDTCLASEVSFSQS
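TRHR-expressing cells loaded with fluo-8 calcium dye were read kinetically (ex 480/em 530) during compound addition, then stimulated with an EC20 of TRH (10 nM final). Enhancement of the Gq-mediated intracellular calcium response was scored.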
D1 antag – Antagonist of Human D 1 Dopamine Receptor: qHTS; hit rate 3.2% among 360,000; D(1A) dopamine receptor (Homo sapiens), P21728; activity change, negative = inhibition, % at 10 µM; HEK293 TREx D1 cells, calcium flux, dopamine EC80; stronger effect = lower value; in the data active = activity change below about -30%; note: % is set by controls: 0 for no effect and ±100 for the full control effect
Target sequence (P21728 whole entry, looked up): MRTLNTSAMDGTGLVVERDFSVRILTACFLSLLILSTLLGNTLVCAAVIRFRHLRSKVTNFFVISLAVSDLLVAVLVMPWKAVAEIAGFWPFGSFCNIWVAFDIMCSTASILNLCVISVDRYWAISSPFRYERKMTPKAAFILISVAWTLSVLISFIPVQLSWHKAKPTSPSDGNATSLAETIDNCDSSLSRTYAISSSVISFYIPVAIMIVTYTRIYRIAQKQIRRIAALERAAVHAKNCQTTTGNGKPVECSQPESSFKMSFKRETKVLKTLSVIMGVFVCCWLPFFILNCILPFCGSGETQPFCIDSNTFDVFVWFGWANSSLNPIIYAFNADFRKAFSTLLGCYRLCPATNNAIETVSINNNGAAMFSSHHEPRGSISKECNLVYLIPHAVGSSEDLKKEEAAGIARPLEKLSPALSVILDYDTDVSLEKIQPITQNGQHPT
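Tetracycline-induced HEK293 T-REx cells with force-coupled D1 receptor were loaded with a no-wash calcium dye. Compound was added after a 10 s baseline and read kinetically for 180 s; EC80 dopamine was then added and calcium flux followed another 180 s.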
D2 antag – HTS Assay for Allosteric Antagonists of the Human D2 Dopamine Receptor: Primary Screen for Antagonists | HEK293 TREx D2 cells, calcium flux, dopamine EC80 | D(2) dopamine receptor (Homo sapiens), P14416 | hit rate 2% among 340,000 | inhibition, % at 10 µM | AID 485344, 2010; in the data active = inhibition above about 30%; note: 0% is about no effect
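Dopamine at EC80 is the agonist stimulus; test compounds precede it by 180 s. Calcium flux read kinetically in a force-coupled, inducible HEK293 T-REx D2 cell line.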
TRHR agonist – qHTS for Small Molecule Agonists and Allosteric Enhancers of Human TRH Receptor: Primary Screen for Agonists. TRHR cells, calcium flux fluo-8, FDSS agonist mode. activation, % at 2 µM. hit rate 0.18% among 360,000. AID 493084, 2011; note: 0% is about no effect
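TRHR-expressing cells loaded with fluo-8 calcium dye; 23 nL library compound pin-transferred, kinetic FDSS fluorescence (Ex 480/Em 530) recorded about 180 s for agonist-induced calcium release, before a 10 nM TRH EC20 addition for potentiator mode.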
D1 PAM – Potentiators of Human D1 Dopamine Receptor: qHTS | potentiation, % at 10 µM | AID 504651, 2011 | D(1A) dopamine receptor (Homo sapiens), P21728 | hit rate 0.036% among 360,000 | HEK293 TREx D1 cells, calcium flux, dopamine EC20 potentiation; in the data active = potentiation above about 30%; note: 0% is about no effect
RXFP1 antagonist – qHTS Assay for Antagonists of the Relaxin Receptor RXFP1. activity change, negative = inhibition, % at 57.5 µM. Relaxin receptor 1 (Homo sapiens), Q9HBX9. hit rate 0.59% among 350,000. HEK293-RXFP1, relaxin-stimulated cAMP HTRF, 30 min; stronger effect = lower value;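 active = activity change of -60% or lower, but not beyond a set lower limit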; note: % is set by controls: 0 for no effect and ±100 for the full control effect
D2 potentiator – HTS Assay for Positive Allosteric Modulators of the Human D2 Dopamine Receptor: Primary Screen for Potentiators; D(2) dopamine receptor (Homo sapiens), P14416; HEK293 T-REx D2, calcium flux, EC20 dopamine potentiation; potentiation, % at 10 µM; hit rate 0.34% among 340,000;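 active = potentiation over 3 SD above the plate norm, cut at about 30% in these data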; note: 0% is about no effect
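Calcium flux readout, no-wash dye, 1 read/s. Inducible HEK293 Trex D2 line, overnight 30 C. Compound alone 180 s (agonist flags), then EC20 dopamine, another 180 s to score potentiation.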
D1 agonist – Allosteric Agonists of the Human D1 Dopamine Receptor: qHTS; activation, % at 2 µM; HEK293 T-REx D1 cells, calcium flux, agonist mode; hit rate 1% among 360,000; AID 504660, 2011; note: 0% is about no effect
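Inducible HEK293 T-REx D1 cells, force-coupled to calcium signalling, were plated at 4000 cells/well with tetracycline and held overnight at 30 C. After no-wash calcium dye loading, compound-evoked calcium rise over 180 s flagged agonists.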
D2 ag – HTS Assay for Allosteric Agonists of the Human D2 Dopamine Receptor: Primary Screen for Agonists; HEK293 T-REx D2 cells, calcium flux agonist mode; activation, % at 2 µM; hit rate 0.53% among 340,000; AID 485358, 2010;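 active = activation over 3 SD above normal in the single-dose calcium agonist read, cut at about 30% in these data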; note: 0% is about no effect
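Calcium-flux readout, 1 cycle/sec over 180 s following compound pin transfer, in inducible HEK293 Trex D2 cells (force-coupled); dopamine controls included. Positive calcium responses during this window marked compounds as potential agonists.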
The depositor's hits bear a star; . = no result given. Cut-off read from the data, not from the text of the source, unless noted: active = activation above about 30%; inactive = the rest.

Each structure is followed by: RXFP1 antagonist	D1 antag	TRHR agonist	TRHR PAM	D2 ag	D1 PAM	D2 antag	D2 potentiator	D1 agonist
CCO[C@@H]1OC(C(=O)NC2CC2)=C[C@H](c2c[nH]c3ccccc23)[C@H]1CCCO
→ .	-11.5	-0.2	-4.6	0.4	-6.5	-20.6	3.2	6.4
COc1ccc(OC)c(C2C(C(C)=O)=C(O)C(=O)N2c2ccc(O)cc2)c1 (centres undefined)
→ 4.8	6.0	0.6	-2.3	0.0	10.0	-20.6	-1.6	1.3
Cc1[nH]n(-c2ccccc2)c(=O)c1C(c1ccc(C(=O)O)cc1)c1c(C)[nH]n(-c2ccccc2)c1=O
→ -7.0	43.4	-0.1	-2.7	0.2	2.6	-3.2	15.8	5.4
c1cc(CNC2C3CC4CC(C3)CC2C4)ccn1 (centres undefined)
→ 4.5	-3.2	0.8	3.2	0.3	-0.8	-2.8	7.8	2.9
CC1(C)CC(=O)c2ccc(O)cc2O1
→ 10.1	-3.1	-0.3	-6.4	0.0	1.1	-18.4	1.7	4.3
CSC(=Nc1ccccc1)Nc1ccccc1
→ -7.8	47.7	0.1	6.9	-0.7	-5.1	-8.4	-2.0	2.8
O=S(=O)(NN1CCOCC1)c1ccc(Br)cc1
→ 5.3	-3.9	0.1	-0.4	0.1	-4.7	6.9	1.5	7.0
COc1ccc(S(=O)(=O)NCC2(N3CCOCC3)CCCCC2)cc1OC
→ 9.3	-1.0	-0.2	-1.7	0.1	0.1	1.1	9.2	3.4
O=C(NC1CCS(=O)(=O)C1)c1cccs1 (centres undefined)
→ -15.5	-14.8	0.7	-3.4	1.2	-5.5	-0.5	-8.6	2.1
COC(=O)c1ccc(NC(=S)N2CCC(C(N)=O)CC2)cc1
→ -5.8	-15.6	1.9	-2.6	0.8	-5.2	3.5	5.7	1.4
CCn1cc2nc(SCc3cccc(F)c3)n(CCc3ccccc3)c(=O)c2n1
→ .	11.7	2.1	-13.8	1.5	-1.2	.	3.0	15.4
O=C(CN1CCN(c2ncccn2)CC1)N1CCc2ccccc21
→ -1.4	-1.3	-0.2	2.7	0.6	-3.9	0.8	-10.3	5.2
O=C(c1cc(C(=O)N2CCOCC2)c2nc3ccccc3n2c1)c1cc(Cl)cc(Cl)c1O
→ 2.9	-11.2	-0.2	-5.8	1.0	4.5	-27.3	-5.9	2.2
O=C(CCc1nnc(CCCCc2ccccc2)o1)N1CCCC(O)C1 (centres undefined)
→ -4.2	-13.3	-1.3	0.2	0.3	0.6	-10.0	7.4	1.8
CC(/C=N/NC(=O)c1cc(-c2ccncc2)nc2ccccc12)=C\c1ccco1
→ -8.0	3.1	0.4	-3.2	0.4	-0.3	20.3	3.1	3.5
N#Cc1ccsc1NC(=O)c1ccccn1
→ -3.0	-6.6	0.3	-0.6	1.6	-2.5	-5.8	6.5	-1.2
CCOC(=O)C1CCCN(Cc2nc3ccc([N+](=O)[O-])cc3c(=O)n2-c2ccc(OC)cc2OC)C1 (centres undefined)
→ 4.3	-11.8	-0.5	3.8	3.2	-2.1	0.4	-6.9	1.7
Cc1cc(OCCn2cnc3ccccc3c2=O)ccc1[N+](=O)[O-]
→ -1.4	-25.4	-0.1	4.6	0.5	5.2	0.8	5.0	4.9
CCCc1cc(C(=O)NNC(=S)NCc2ccccc2)cs1
→ 30.5	2.9	-0.5	5.2	0.7	-13.2	-20.5	-16.2	1.8
COc1ccc(C(OCC(O)CN2CCC(O)CC2)c2ccc(OC)cc2)cc1 (centres undefined)
→ 5.1	-19.8	1.1	2.6	-0.1	-5.2	-20.4	10.7	3.9
Cc1cc(C(=O)OCC(=O)Nc2c(F)cccc2F)c(C)n1-c1ccccc1
→ -16.5	-25.8	-0.7	-7.7	.	-7.3	.	.	18.4
CC1(C)CC(=O)C=C(NC2CCCC(O)C2)C1 (centres undefined)
→ .	-13.3	-0.1	0.3	-0.7	-0.9	-3.3	15.6	1.0
Cc1ccccc1-c1noc(-c2ccccc2F)n1
→ -2.5	-5.4	0.2	0.7	-0.3	3.1	-14.7	1.1	1.0
CN1CCN(C(=O)CCn2c(=O)c3cccn3c3cccnc32)CC1
→ 10.1	-0.6	0.1	-0.7	-0.2	-3.4	1.4	9.5	5.5
CC1CCCC(C)N1C(=O)c1ccc(S(=O)(=O)N2CCCC2)cc1 (centres undefined)
→ 4.0	-3.7	0.8	4.0	0.9	1.2	-12.5	-6.8	1.6
O=c1nc(-c2ccccc2)c(-c2ccccc2)n[nH]1
→ -3.8	2.2	-0.9	-2.9	-1.5	-7.5	10.5	2.7	4.5
Cc1ccc(-c2nc3ccccc3s2)cc1NC(=O)c1cc(-n2cnnc2)ccc1Cl
→ 10.4	-4.0	-0.3	-3.0	0.6	-3.2	-14.6	-6.8	0.2
O=C(Nc1ccccc1N1CCOCC1)C1Cc2ccccc2CN1C(=O)c1ccco1 (centres undefined)
→ 3.5	.	-0.4	1.1	0.7	-2.0	1.2	1.4	0.3
CC(=O)c1ccc(N(C(=O)Cc2c[nH]c3ccccc23)C(C(=O)NC2CCCCC2)c2cccs2)cc1 (centres undefined)
→ -0.8	8.5	0.0	-7.7	-0.7	-6.2	2.0	2.8	6.1
CC(=O)Oc1ccc2oc(=O)c3c(c2c1)CCCN3C(=O)CN1CCN(c2ncccn2)CC1
→ -5.3	19.3	0.9	3.2	-0.3	-2.0	3.7	24.7	1.2

For reference, two of the compounds above:
Each structure is followed by: RXFP1 antagonist	D1 antag	TRHR agonist	TRHR PAM	D2 ag	D1 PAM	D2 antag	D2 potentiator	D1 agonist
CCO[C@@H]1OC(C(=O)NC2CC2)=C[C@H](c2c[nH]c3ccccc23)[C@H]1CCCO
→ .	-11.5	-0.2	-4.6	0.4	-6.5	-20.6	3.2	6.4
COc1ccc(OC)c(C2C(C(C)=O)=C(O)C(=O)N2c2ccc(O)cc2)c1 (centres undefined)
→ 4.8	6.0	0.6	-2.3	0.0	10.0	-20.6	-1.6	1.3

Following part.
Each structure is followed by: RXFP1 antagonist	D1 antag	TRHR agonist	TRHR PAM	D2 ag	D1 PAM	D2 antag	D2 potentiator	D1 agonist
COc1cc(/C=C(/C#N)C(=O)Nc2ccc(Cl)cc2)ccc1Oc1nc(Cl)ncc1F
→ -20.7	-5.7	-0.6	-10.7	.	-2.5	.	.	10.9
O=[N+]([O-])c1ccc2nc(SCc3ccccc3Cl)sc2c1
→ -7.2	-25.6	2.8	-7.8	0.3	-8.8	-6.6	0.2	29.7
CC1CC(=O)Nc2ccccc2N1C(=O)COc1cc(Cl)ccc1Cl (centres undefined)
→ -1.0	8.5	1.1	-2.1	-0.1	0.7	30.4*	-4.3	0.3
CCN(CC)c1ccc(/C=N/NC(=S)NCc2ccccc2)cc1
→ -17.9	-17.2	0.6	14.1	0.1	-2.4	-15.3	5.4	0.5
CC1(c2nnc(Cc3ccccc3)o2)CC(c2ccc([N+](=O)[O-])cc2)=NO1 (centres undefined)
→ .	-1.5	-0.1	0.4	-0.1	2.0	-15.7	-7.0	7.1
CCC1=Nc2cc(C(=O)NCc3ccccc3Cl)ccc2Sc2ccc(C)cc21
→ -29.6	3.4	0.4	-3.3	-0.2	-3.0	.	6.6	3.5
COc1ccc(OC)c(NC(=O)CSCC(=O)O)c1
→ 2.6	-9.2	0.0	2.3	0.9	-2.6	14.9	3.6	2.3
CCCCS(=O)(=O)N1C2=NC(C(=O)OC)=C(C(=O)OC)[C@@H]3N(C)c4ccc(OC)cc4[C@]23C[C@H]1C(=O)OC
→ .	-7.3	0.5	-4.9	0.1	-6.0	34.2*	3.4	5.9
O=C(NCCO)/C(=C\c1ccco1)NC(=O)c1cccs1
→ -2.5	9.5	1.1	-3.4	3.3	-3.0	-24.5	-3.4	7.0
COc1ccc(C(=O)C2CCCN(C(=O)c3cccc(Cn4cccn4)c3)C2)cc1F (centres undefined)
→ -0.7	-7.0	-1.3	-6.6	-0.3	-1.5	11.4	8.6	11.3
Cc1cccc(N(Cc2cc(=O)[nH]c3ccccc23)C(=O)CCl)c1
→ -7.0	3.7	0.1	-0.2	-0.3	4.7	19.9	28.7	0.2
CCn1c2ccccc2c2nnc(NN)nc21
→ .	-15.2	-0.1	-2.4	0.2	-3.5	8.4	-6.0	-0.2
CCOCCc1nnc(NC(=O)C(=O)c2cc(C)n(-c3cccc(Cl)c3)c2C)s1
→ -13.7	18.5	-0.4	1.3	-0.2	6.1	.	0.5	-1.0
CCCc1cc(C(=O)N2CCCC(N3CCN(c4ccccc4C)CC3)C2)n(C)n1 (centres undefined)
→ -2.0	5.8	-0.2	-4.5	0.5	-9.3	-14.5	5.0	1.9
Cc1ccc(-n2c(C)cc(/C=N/NC(=O)c3ccncc3)c2C)cc1C
→ -20.9	-22.1	0.1	-1.5	0.5	-10.1	5.2	-3.7	21.8
Cc1ccc(CCNC(=O)C2COc3ccccc3C2)cc1 (centres undefined)
→ -16.1	-3.6	-0.3	2.5	0.9	-1.4	.	15.9	2.8
O=C(COc1cccc(NC(=O)c2cccs2)c1)c1ccc(F)cc1
→ .	4.1	0.0	-2.6	-1.5	-8.3	0.0	-6.5	8.2
CC(C)(C)C(=O)NC1(C(F)(F)F)N=C2SCCN2C1=O (centres undefined)
→ -3.4	1.4	0.1	3.0	-1.3	-2.5	2.9	-2.0	-0.6
O=C(c1cccs1)N(Cc1ccccn1)Cc1ccco1
→ 4.4	-9.2	-0.4	5.0	0.6	-6.6	8.3	3.3	2.7
O=C1CC(c2ccccc2)CC(O)=C1C=NCCN1CCN(C(=O)Nc2ccccc2)CC1 (centres undefined)
→ -2.1	22.1	-0.2	-5.9	-0.8	0.1	0.1	9.5	0.0
Cc1ccc(NP(=O)(c2ccc(N(C)C)cc2NC(=O)c2cccs2)N2CCOCC2)cc1Cl (centres undefined)
→ -0.3	0.9	0.1	-2.6	-0.4	-3.5	1.5	-4.6	1.5
CCOC(=O)CSc1nc2cc(C(=O)N3CCC(C(N)=O)CC3)ccc2c(=O)n1C1CCCCC1
→ -11.7	21.2	-0.4	4.6	-0.6	1.9	-7.7	14.9	1.4
NCCCNC(=O)c1cc2ccccc2[nH]1
→ -3.2	6.2	-0.4	-2.4	0.5	-7.7	-1.1	3.9	-0.1

3 of the entries above in order of their number in RXFP1 antagonist, high to low.
Compound	RXFP1 antagonist
CCCc1cc(C(=O)NNC(=S)NCc2ccccc2)cs1	30.5
O=C(CN1CCN(c2ncccn2)CC1)N1CCc2ccccc21	-1.4
O=c1nc(-c2ccccc2)c(-c2ccccc2)n[nH]1	-3.8

Screening data deposited in PubChem by National Center for Advancing Translational Sciences (NCATS).

This is a random part of the collection. Share with any hit: about 7.1%.
